# MDM2 E3 inh – blocks human Mdm2 ubiquitin ligase activity. cell-based MDM2 ubiquitination luciferase reporter, 2 h; 0 = plate control, 100 = twice control, blank-subtracted. Q00987. 0.11% of 210,000 active. signal enhancement, % at 5 µM;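 active = signal enhancement of 30% or more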;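 note: luminescence tracks abundance of the self-degrading MDM2-luciferase fusion protein; higher signal means inhibition of MDM2 E3 ligase activity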
#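 Test system: mammalian cells stably expressing self-ubiquitinating, self-degrading MDM2 E3–luciferase fusion; Amount: 2000 cells in each well; Medium: DMEM; Schedule: 4 h settle plus 2 h compound, 37 °C; Technique: SteadyLite luciferase luminescence after 15 min room-temperature reagent incubation; Benchmarks: plate control and blank wells.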
# Hck Nef HTS – blocks Nef-activated human Hck kinase; Recombinant Hck-YEEI plus Nef, Z-Lyte FRET kinase assay; inhibition, % at 20 µM; 0.68% of 220,000 active;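 active = Hck-Nef kinase inhibition above about 50%, limit read from the data; inactive = inhibition below that limit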;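 note: 0% = DMSO with Hck plus Nef and 100% = Hck alone without Nef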
# Runt-SMMHC FRET – blocks binding of human RUNX1 Runt domain to CBFb-SMMHC | Q01196+Q13951 | Cerulean-Runt/Venus-CBFb-SMMHC FRET ratio 530/480, 1 h | inhibition, % at 20 µM | 0.74% of 220,000 active;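 active = mean inhibition across duplicate retests at 20 µM reaching about 50%, limit read from the data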;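 note: 0% = DMSO wells and 100% = wells with excess untagged CBFb-SMMHC; inhibitors lower the FRET ratio by blocking Runt binding to CBFb-SMMHC; some results filed as inactive read as strong as hits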
# Target sequence (Q01196 whole entry, looked up, the tested form may be a part): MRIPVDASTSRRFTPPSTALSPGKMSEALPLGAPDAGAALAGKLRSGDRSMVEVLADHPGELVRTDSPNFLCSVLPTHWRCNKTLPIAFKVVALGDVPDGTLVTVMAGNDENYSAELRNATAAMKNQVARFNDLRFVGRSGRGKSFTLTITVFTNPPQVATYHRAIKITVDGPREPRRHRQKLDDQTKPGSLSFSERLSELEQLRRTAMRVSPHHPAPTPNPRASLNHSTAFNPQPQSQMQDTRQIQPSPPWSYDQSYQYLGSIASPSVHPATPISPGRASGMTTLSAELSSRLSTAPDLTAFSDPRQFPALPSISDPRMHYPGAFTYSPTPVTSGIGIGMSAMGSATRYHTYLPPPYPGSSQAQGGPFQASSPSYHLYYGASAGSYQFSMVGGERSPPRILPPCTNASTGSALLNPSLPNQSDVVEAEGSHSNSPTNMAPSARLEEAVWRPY
# Target sequence (Q13951 whole entry, looked up, the tested form may be a part): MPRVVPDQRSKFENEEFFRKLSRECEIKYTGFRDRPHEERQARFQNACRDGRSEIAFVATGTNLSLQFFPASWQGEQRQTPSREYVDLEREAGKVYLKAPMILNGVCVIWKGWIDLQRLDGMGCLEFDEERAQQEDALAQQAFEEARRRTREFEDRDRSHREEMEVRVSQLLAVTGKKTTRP
# NPY-Y2 PAM-ag – potentiates or activates human NPY-Y2 receptor; P49146; cells expressing NPY-Y2, potentiator/agonist read-out; activation, % at 3.6 µM; 0.45% of 220,000 active; in the data active = activation above about 27%;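 note: cells stimulated with NPY near EC25 plus isoproterenol at EC100; 0% = vehicle plus submaximal agonist and 100% = vehicle plus saturating agonist; some results beyond the cut were filed as inactive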
# Target sequence (P49146 whole entry, looked up): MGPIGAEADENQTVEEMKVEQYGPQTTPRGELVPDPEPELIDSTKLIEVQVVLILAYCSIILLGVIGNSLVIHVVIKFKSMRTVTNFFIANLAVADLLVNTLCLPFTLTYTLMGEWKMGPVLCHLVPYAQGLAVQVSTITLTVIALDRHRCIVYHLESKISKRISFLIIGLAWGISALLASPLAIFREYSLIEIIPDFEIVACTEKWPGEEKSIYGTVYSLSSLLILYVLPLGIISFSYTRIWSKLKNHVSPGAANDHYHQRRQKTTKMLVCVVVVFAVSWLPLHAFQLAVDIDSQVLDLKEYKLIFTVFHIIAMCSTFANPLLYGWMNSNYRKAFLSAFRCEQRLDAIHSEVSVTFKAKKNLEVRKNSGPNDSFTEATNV
# NPY-Y1 antag – NPY-Y1 (human) receptor antagonism; inhibition, % at 3.6 µM; P25929; 1% of 200,000 active; AID 1040; HEK293-CNG Y1 cells, membrane potential fluorescence; NPY at EC95, then isoproterenol;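 active = inhibition above the campaign mean inhibition of all tested compounds plus 3 SD, cut at about 20% in these data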;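 note: 0% = DMSO wells given NPY plus isoproterenol and 100% = isoproterenol alone without NPY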
#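 Assay system: HEK293 cells with Y1 receptor plus CNG channel | Probe or stimulus: NPY (25 nM), isoproterenol (1 µM), Ro 20-1724 (25 µM) | Timing: Compound incubation 1 h at room temperature, readout 45 min post-stimulation | Measured by: Membrane-potential fluorescent dye readout | Benchmarks: High control isoproterenol alone, low control NPY with isoproterenol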
# Runt-CBFb FRET – inhibitors of human RUNX1 Runt domain binding to CBFb. AID 1496. Q01196+Q13951. Cerulean-Runt/Venus-CBFb FRET ratio 530/480, 1 h. inhibition, % at 20 µM. 0.46% of 220,000 active;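 active = inhibition over about 50% at 20 µM in the single-dose screen, limit read from the data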;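 note: 0% = DMSO wells and 100% = excess unlabeled CBFb competitor control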
#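 Schedule: protein complex preformed 1 h, compound exposure 1 h, room temperature, dark; test system: Cerulean-labeled Runt domain protein; amount: 100 nM per protein; buffer or medium: Tris 50 mM pH 7.5, KCl, K2SO4, 0.01% BSA; read-out: loss of energy transfer signal; detection: FRET fluorescence; controls: 5 µM unlabeled CBFb as full-inhibition high control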
# NPY-Y1 PAM-ag – human NPY-Y1 potentiation or agonism, primary screen; 0.37% of 220,000 active; AID 1304; NPY-Y1 expressing cells, potentiator/agonist activation; activation, % at 3.6 µM; P25929; in the data active = activation above about 33%, passing the limit was not always enough;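 note: cells stimulated with NPY at EC10 then isoproterenol at EC100; 0% = low agonist plus stimulus and 100% = saturating agonist plus stimulus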
# RBBP9 inh – human RBBP9 hydrolase inhibition | O75884 | inhibition, % at 7.94 µM | 0.2% of 220,000 active | recombinant RBBP9, FP-Rh probe fluorescence polarization | AID 1515;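 active = inhibition above the campaign mean of all tested compounds plus 3 SD, cut at about 14% in these data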;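 note: plate controls were DMSO wells with RBBP9 for no effect and wells lacking RBBP9 protein for full effect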
#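 Test system – recombinant human RBBP9 · Input – RBBP9 2.5 µM in dispensing solution, pre-mixing · Medium – Tris buffer pH 8.0, NaCl, Pluronic · Schedule – preincubation 30 min plus labeling 45 min at 25 °C · Measured by – fluorescence polarization · Measure – % inhibition · Controls – DMSO and no-protein wells · Replicates – one well per compound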
# p97 ATPase inh – blocks human p97 ATPase activity. P55072. AID 1481. 0.42% of 220,000 active. recombinant p97 ATPase, Kinase-Glo ATP luminescence, 3 h. inhibition, % at 8 µM; in the data active = inhibition above about 15%;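 note: 0% = DMSO vehicle and 100% = wells lacking enzyme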
# * marks the source's active call; other numbers are inactive results; / = not tested or not shown.
# A first look (14 entries):
Molecule	MDM2 E3 inh	Hck Nef HTS	Runt-SMMHC FRET	NPY-Y2 PAM-ag	NPY-Y1 antag	Runt-CBFb FRET	NPY-Y1 PAM-ag	RBBP9 inh	p97 ATPase inh
Cn1c(Cn2nnc3ccccc32)nnc1SCC(=O)N1c2ccccc2Sc2ccccc21	-1	-1	-8	2	0	-1	5	-8	1
O=C(CCCCCn1c(=O)[nH]c2ccsc2c1=O)NCc1ccc2c(c1)OCO2	-6	0	-2	-18	-4	-1	-12	-8	4
NC(=O)c1cc([N+](=O)[O-])ccc1N1CCCCC1	-6	1	-6	-7	2	-1	-1	-8	-4
CCCOc1ccc(N2C(=O)CC(NCc3cccs3)C2=O)cc1 (configuration not stated)	2	3	0	8	-7	1	-15	5	5
Cc1ccc(Oc2ncccc2C(=O)NCC(=O)O)cc1	2	18	0	16	/	0	-2	4	6
CCNS(=O)(=O)c1ccc(CCC(=O)NCc2ccccc2)cc1	-8	13	-4	-3	9	-1	-3	-2	3
CCn1c(C(=O)NC(C)c2ccc3c(c2)OCCO3)cc2sccc21 (configuration not stated)	-17	2	-7	-8	3	1	-5	-2	-1
O=C(NCCCNc1ccc([N+](=O)[O-])cc1)C(F)(F)F	-7	5	-1	3	0	-3	-4	-3	6
COCCn1c(SCC(=O)Nc2ccccc2OC)nc2c(oc3ccccc32)c1=O	-7	12	2	0	6	-8	-16	-1	6
O=C(O)C1=C[C@@H](c2ccc(C(F)(F)F)cc2)C[C@@H](OCc2ccc(CO)cc2)O1	/	16	1	-21	-1	-2	-4	6	9
CCn1ncc([N+](=O)[O-])c1C(=O)Nc1nc2cccc(C)c2s1	2	17	-2	6	2	-1	7	-7	3
CS(=O)(=O)c1ccc2nc(NC(=O)c3ccco3)sc2c1	-29	24	1	7	-1	2	2	-3	-7
CCCCCCOC(=O)C(C#N)c1nc2ccccc2nc1N1CCCCC1 (configuration not stated)	-7	0	-31	12	-1	-8	2	-2	2
CC(C)(C)c1ccc(-c2nc3c(C#N)c(-c4ccc5c(c4)OCO5)ccn3n2)cc1	-4	6	68	-21	4	16	-19	-4	-4

# The list itself (from the top)
Molecule	MDM2 E3 inh	Hck Nef HTS	Runt-SMMHC FRET	NPY-Y2 PAM-ag	NPY-Y1 antag	Runt-CBFb FRET	NPY-Y1 PAM-ag	RBBP9 inh	p97 ATPase inh
Cn1c(Cn2nnc3ccccc32)nnc1SCC(=O)N1c2ccccc2Sc2ccccc21	-1	-1	-8	2	0	-1	5	-8	1
O=C(CCCCCn1c(=O)[nH]c2ccsc2c1=O)NCc1ccc2c(c1)OCO2	-6	0	-2	-18	-4	-1	-12	-8	4
NC(=O)c1cc([N+](=O)[O-])ccc1N1CCCCC1	-6	1	-6	-7	2	-1	-1	-8	-4
CCCOc1ccc(N2C(=O)CC(NCc3cccs3)C2=O)cc1 (configuration not stated)	2	3	0	8	-7	1	-15	5	5
Cc1ccc(Oc2ncccc2C(=O)NCC(=O)O)cc1	2	18	0	16	/	0	-2	4	6
CCNS(=O)(=O)c1ccc(CCC(=O)NCc2ccccc2)cc1	-8	13	-4	-3	9	-1	-3	-2	3
CCn1c(C(=O)NC(C)c2ccc3c(c2)OCCO3)cc2sccc21 (configuration not stated)	-17	2	-7	-8	3	1	-5	-2	-1
O=C(NCCCNc1ccc([N+](=O)[O-])cc1)C(F)(F)F	-7	5	-1	3	0	-3	-4	-3	6
COCCn1c(SCC(=O)Nc2ccccc2OC)nc2c(oc3ccccc32)c1=O	-7	12	2	0	6	-8	-16	-1	6
O=C(O)C1=C[C@@H](c2ccc(C(F)(F)F)cc2)C[C@@H](OCc2ccc(CO)cc2)O1	/	16	1	-21	-1	-2	-4	6	9
CCn1ncc([N+](=O)[O-])c1C(=O)Nc1nc2cccc(C)c2s1	2	17	-2	6	2	-1	7	-7	3
CS(=O)(=O)c1ccc2nc(NC(=O)c3ccco3)sc2c1	-29	24	1	7	-1	2	2	-3	-7
CCCCCCOC(=O)C(C#N)c1nc2ccccc2nc1N1CCCCC1 (configuration not stated)	-7	0	-31	12	-1	-8	2	-2	2
CC(C)(C)c1ccc(-c2nc3c(C#N)c(-c4ccc5c(c4)OCO5)ccn3n2)cc1	-4	6	68	-21	4	16	-19	-4	-4
O=[N+]([O-])c1cccc(/C=N\N=C2c3ccccc3-c3ccccc32)c1O	-19	5	-12	5	-2	-4	-7	2	2

Molecule	MDM2 E3 inh	Hck Nef HTS	Runt-SMMHC FRET	NPY-Y2 PAM-ag	NPY-Y1 antag	Runt-CBFb FRET	NPY-Y1 PAM-ag	RBBP9 inh	p97 ATPase inh
O=C(NC1CC1)c1cc(OCC(F)(F)F)ccc1OCC(F)(F)F	-9	-5	1	-3	-1	-2	-14	4	0
O=C(Nc1ccccc1)c1ccc[n+](Cc2ccc([N+](=O)[O-])cc2)c1	-3	2	1	2	-3	-1	-24	4	4
COc1cccc(Nc2nc(C)cc(C)c2C#N)c1	/	-7	1	-9	5	-3	-27	-1	-5
O=S(=O)(Cc1ccccc1)Cc1cnc(Cl)s1	-16	3	-6	7	2	4	12	6	2
COc1ccc(C(O)C(CN2CCOCC2)c2ccccc2)cc1 (configuration not stated)	-13	7	2	1	0	-2	-17	2	6
CCOc1cccc(C(=O)Nc2cccc(C(C)=O)c2)c1	-12	-1	-3	-4	-5	-2	11	-8	-3
CCN(c1ccccc1)S(=O)(=O)c1ccc(Cl)c(NC(=O)COC(=O)c2cccc(OC)c2O)c1	/	1	3	6	0	0	-6	-7	4
CCCCCCCC(=O)N/N=C/c1cccnc1	-6	0	1	9	4	-2	-9	-9	2
CCC(CC)C(=O)Oc1c(Sc2ccccc2[N+](=O)[O-])c(C)nn1C(C)(C)C	-9	-1	-5	-3	3	-3	5	0	1
CCCCC(CC)COC1(c2ccccc2)OC(=O)c2ccccc21 (configuration not stated)	-8	0	-10	-23	5	-2	-3	-1	-1
CCn1cc(C=C2C(=O)c3ccccc3C2=O)c2ccccc21	-6	3	-64	2	10	-105	12	-3	-3
O=C(NCCNCc1ccc(F)cc1)c1ccco1	3	-1	-5	-2	4	-2	-7	-2	-4
CC(NC(=O)C(Cc1ccccc1)n1cccc1)c1ccccc1 (configuration not stated)	-10	10	-6	-16	/	0	-11	-9	-3
Nc1cc(C(=O)O)c(N)c2c1C(=O)c1ccccc1C2=O	/	62*	-12	21	/	-3	15	-3	-9
Cn1ccnc1SCC(=O)Nc1cccc(C(F)(F)F)c1	8	-2	0	9	0	-2	2	-5	3

Molecule	MDM2 E3 inh	Hck Nef HTS	Runt-SMMHC FRET	NPY-Y2 PAM-ag	NPY-Y1 antag	Runt-CBFb FRET	NPY-Y1 PAM-ag	RBBP9 inh	p97 ATPase inh
CCOC(=O)c1cnn(CCOC(=O)C(C)(C)C)c1NC(=O)C(C)(C)C	-5	1	0	10	2	-3	-4	-1	3
CCOC(=O)c1ccc(NC(=O)Nc2c(C)nn(C)c2C)cc1	-11	0	3	14	-6	0	1	-4	-5
N#Cc1c(NC(=O)CSc2ncnc3c2cnn3-c2ccccc2Cl)sc2c1CCCC2	-4	-2	/	-5	1	/	-19	0	-3
COc1ccccc1/C=C/C(=O)/C=C/c1ccccc1O	/	24	3	9	/	3	14	-13	8
O=S(=O)(NCC1CCCO1)c1ccc2ccccc2c1 (configuration not stated)	-2	1	-1	3	-3	-3	13	2	0
CCCN(CCC)c1ccc(/C=C/c2ccc3cc(OCC)ccc3n2)cc1	-5	-67	82	-4	/	-20	-14	-11	-5
O=C(NC1CCCCC1)NC1CC2CCC(C1)N2Cc1nnnn1Cc1ccc2c(c1)OCO2 (configuration not stated)	-1	-1	2	-7	3	0	14	-11	-3
COc1ccc(OCCn2c(NC(=O)c3ccco3)nc3ccccc32)cc1	-11	-3	5	1	7	0	-15	-7	2
COc1ccc(/C=C(/NC(=O)c2ccccc2)C(=O)N/N=C/c2ccc3c(c2)OCO3)cc1OC	7	1	-3	-23	-2	/	-4	4	8
O=C(c1ccc(OC2CCN(CCc3ccccc3)CC2)cc1)N1CCCC(O)C1 (configuration not stated)	-2	-1	2	4	-3	0	-3	-12	3
COc1ccc(S(=O)(=O)NCC2CCCN(C(=O)c3sccc3C)C2)cc1 (configuration not stated)	-11	13	0	-4	2	0	5	-4	-1
O=c1oc(-c2cccs2)nc2scc(-c3cccs3)c12	0	5	-18	-8	5	-6	-31	-8	-1
COc1cccc(NC(=S)NC(=O)c2c(Cl)c(C)nn2C)c1	4	4	2	-2	6	4	-2	-7	2
O=C(NC1CCCCC1)C(c1ccccc1)N1CCOCC1 (configuration not stated)	-13	0	-2	2	5	-1	5	-5	-3
COc1ccc(OC)c(S(=O)(=O)N(C)CC(=O)Nc2ccc3c(c2)OCO3)c1	-2	0	-2	8	0	-1	-3	6	10

Molecule	MDM2 E3 inh	Hck Nef HTS	Runt-SMMHC FRET	NPY-Y2 PAM-ag	NPY-Y1 antag	Runt-CBFb FRET	NPY-Y1 PAM-ag	RBBP9 inh	p97 ATPase inh
Nc1ccc2c(c1)OC1(CCCCC1)O2	-10	27	11	-10	1	6	2	3	1
O=C(COC(=O)/C=C/c1ccco1)Nc1ccc(F)cc1Cl	3	4	1	-14	4	-1	-20	1	0
COc1cc(/C=N/Nc2ccc(Cl)c(C(=O)O)c2)ccc1OC(=O)c1ccco1	-1	23	2	-6	0	-3	1	0	5
COc1ccc(-c2ccc(CO)o2)cc1N	-6	-9	4	-7	4	18	18	-1	6
CCCC(=O)C1CCN(Cc2ccccc2)CC1	-7	-10	-1	5	-4	1	22	2	4
S=C(NCCc1ccccc1)NC1CCCCCC1	-3	0	0	-9	1	2	-5	1	1
Cc1ccc(C(=O)N/C(=C\c2cccc([N+](=O)[O-])c2)C(=O)OCN2C(=O)c3ccccc3C2=O)cc1	-4	1	2	10	10	-3	-8	6	3
O=C(CCCN1C(=O)c2ccccc2C1=O)Nc1ccc(Br)cn1	-9	-2	2	8	2	2	-2	2	2
NS(=O)(=O)c1ccc(NC(=O)COC(=O)CCNC(=O)NC23CC4CC(CC(C4)C2)C3)cc1	-28	1	1	24	-7	0	18	-1	6
C=CCc1ccccc1OCC(O)CNC(=O)c1ccccc1C(=O)O (configuration not stated)	-8	14	0	92*	/	-1	87*	-11	-4
